High-throughput results as filed in PubChem.
MITF primary: human MITF inhibition, primary screen | AlphaScreen MITF homodimerization, bead proximity signal | O75030 | inhibition, % at 2.6 µM | 650,000 tested, 0.91% active; in the data active = inhibition above about 50%;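 note: 0% = vehicle wells with protein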
Target sequence (O75030 whole entry, looked up): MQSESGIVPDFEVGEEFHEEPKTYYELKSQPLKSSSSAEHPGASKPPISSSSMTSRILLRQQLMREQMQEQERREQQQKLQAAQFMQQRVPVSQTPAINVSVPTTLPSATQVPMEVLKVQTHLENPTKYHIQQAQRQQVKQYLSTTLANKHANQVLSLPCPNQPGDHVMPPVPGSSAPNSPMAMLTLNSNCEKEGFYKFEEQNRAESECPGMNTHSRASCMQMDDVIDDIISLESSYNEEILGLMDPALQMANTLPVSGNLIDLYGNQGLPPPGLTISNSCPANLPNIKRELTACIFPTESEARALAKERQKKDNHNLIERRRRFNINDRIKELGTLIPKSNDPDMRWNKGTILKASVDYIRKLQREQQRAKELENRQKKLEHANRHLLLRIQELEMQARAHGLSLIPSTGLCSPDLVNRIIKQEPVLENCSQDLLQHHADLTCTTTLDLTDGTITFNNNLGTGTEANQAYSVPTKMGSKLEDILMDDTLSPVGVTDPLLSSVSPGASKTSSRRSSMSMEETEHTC
GPR151 ag: human GPR151 activation; Q8TDV0; PathHunter beta-arrestin GPR151 cells, luminescence; activation, % at 11.2 µM; 650,000 tested, 1% active; in the data active = activation above about 4.9%;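 note: 0% = median of compound wells and 100% = cells with positive control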
Target sequence (Q8TDV0 whole entry, looked up): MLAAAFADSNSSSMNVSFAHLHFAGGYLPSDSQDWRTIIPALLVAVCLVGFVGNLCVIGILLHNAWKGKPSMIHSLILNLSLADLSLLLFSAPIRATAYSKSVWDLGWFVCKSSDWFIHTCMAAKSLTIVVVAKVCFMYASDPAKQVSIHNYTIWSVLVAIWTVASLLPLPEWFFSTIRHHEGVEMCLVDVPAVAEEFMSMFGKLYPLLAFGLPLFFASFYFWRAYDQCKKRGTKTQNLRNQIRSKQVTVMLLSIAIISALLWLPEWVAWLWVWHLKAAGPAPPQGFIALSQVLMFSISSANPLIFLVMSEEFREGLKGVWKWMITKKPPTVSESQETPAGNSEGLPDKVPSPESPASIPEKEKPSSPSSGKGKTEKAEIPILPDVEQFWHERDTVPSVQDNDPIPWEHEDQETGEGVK
TEAD-YAP block: TEAD-YAP interaction inhibition | HEK-TIYL cells, TEAD-Gal4/YAP UAS-luciferase luminescence | inhibition, % at 9.12 µM | 640,000 tested, 1.4% active | AID 1259422; in the data active = inhibition above about 32%;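 note: 0% = median of test compound wells and 100% = reference inhibitor wells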
FBW7 activator: activators of human E3 ligase FBW7; Q969H0; AlphaScreen FBW7–phospho-cyclin E peptide binding, activator screen; normalized activity (activation), % at 26.1 µM; 650,000 tested, 0.13% active; in the data active = normalized activity above about 1.9%;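 note: purified mutant Fbw7 with reduced substrate affinity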
Starred values were filed as active, the others as inactive; · = no result given; & = joins results of further samples. Compounds as they come; any-hit rate near 3.5%.

| SMILES | MITF primary | GPR151 ag | TEAD-YAP block | FBW7 activator |
| --- | --- | --- | --- | --- |
| COCCN(Cc1c(C(=O)N(C)CCc2ccccc2)nc2c(C)cccn12)C(C)C | -2 | -0.4 | 3 | -0.1 |
| CC(C)c1ccccc1NC(=S)N(CCC#N)CCC#N | 3 | 1.3 | 7 | 0.1 |
| O=C(c1cc([N+](=O)[O-])ccc1N1CCCC1)N1CCCCC1 | 11 | -0.1 | -5 | 0.1 |
| CC1=C(C(=O)Nc2ccccn2)C(c2ccc(N(C)C)cc2)C2=C(CCCC2=O)N1 (centres undefined) | 12 | -1.2 | 1 | -0.2 |
| COCCCn1c(C)nnc1SCC(=O)Nc1nnc(C)s1 | 1 | 0.8 | 0 | -0.2 |
| Cc1ccc(-c2cc(=O)c3cc(NC(=O)c4ccccc4)ccc3o2)cc1 | -1 | -0.1 | -19 | 0.4 |
| CCOC(=O)CCN1C(=O)/C(=C\c2cc(OC)c(OC)c(OC)c2)SC1=S | -6 | -0.2 | -3 | -0.1 |
| Cc1cccc(C)c1OCC(O)Cn1nnc2ccccc21 (centres undefined) | 1 | 0.2 | -23 | -0.1 |
| CCCc1cc(C(=O)Nc2sc3c(c2C#N)CCCC3)no1 | 5 | -0.6 | -20 | 0.0 |
| CCOc1ccc(I)cc1C1NC(=O)NC(C)=C1C(C)=O (centres undefined) | 1 | 2.5 | 7 | -0.2 |
| CC(=O)c1ccc(OCC(O)CN2CCN(C)CC2)cc1 (centres undefined) | -9 | -0.5 | 3 | 0.0 |
| CCOC(=O)C1CCN(Cc2nc(-c3ccc(OC)cc3)no2)CC1 | 2 | 1.6 | 8 | -0.1 |
| O=C1OCCN1/N=C/c1ccc([N+](=O)[O-])o1 | 28&4 | -2.0&0.1 | 7 | -0.1&1.5 |
| COC(=O)[C@H](C)NC(=O)/C=C/c1ccc(OC)cc1 | 2 | -2.2 | -1 | 0.5 |
| C/C(=N\NC(=O)c1ccncc1)c1ccc([N+](=O)[O-])cc1 | -3 | -1.7 | 3 | 0.1 |
| CC(Sc1nnc(-c2ccccc2)n1-c1ccc(F)cc1F)C(=O)NC(N)=O (centres undefined) | -13 | -0.6 | 5 | -0.1 |
| O=C(CNC(=S)N(Cc1ccccc1)Cc1cccnc1)NCc1ccc(F)cc1 | -5 | 1.2 | 3 | -0.1 |
| CCn1nc(C)c(CN2CCOc3ccc(C4(O)CCN(C)CC4)cc3C2)c1C | 8 | 2.6 | 1 | 0.1 |
| Cc1cc(=O)[nH]c2nnc(SCc3ccc(Br)cc3)n12 | 5 | 1.0 | 1 | 0.0 |
| CCOC(=O)COc1ccc(C=O)cc1OCC | 76* | 3.2 | 1 | 0.0 |
| Cn1c(=O)c2cc(S(=O)(=O)NCCC(=O)Nc3ccccc3F)ccc2n(C)c1=O | -6 | 0.2 | 2 | -0.5 |
| O=C(Nc1ccccc1[N+](=O)[O-])c1ccccc1O | -10 | -1.0 | -17 | -0.1 |
| Cc1cc(-n2cc(Br)c(=O)[nH]c2=O)nc(-c2ccccc2)n1 | 9 | 0.7 | 1 | 0.2 |
| Cc1ccc(NC(=O)CSc2cn(C)c3ccccc23)c(C)c1 | -2 | 2.9 | · | · |
| CCC1(CCC(=O)NCc2nc3ccccc3s2)CCC(=O)N1 (centres undefined) | 3 | -0.8 | -11 | -0.2 |
| Cc1ccc(OCC(=O)OCCN2C(=O)c3ccccc3C2=O)c(C)c1 | -14 | 0.4 | -7 | 0.1 |
| CCCCCNC(=O)c1cccc(C)c1 | 3 | -0.2 | -27 | 0.3 |
| Cc1ccc2[nH]c3nc(N/N=C/C=C/c4ccco4)nnc3c2c1 | 11 | 0.9 | -2 | 0.3 |
| COc1ccc(C2CC(=O)C3=C(C2)OC(N)=C(C#N)C3c2ccccc2)cc1OC (centres undefined) | 1 | 0.5 | 9 | 0.0 |
| COc1ccc(-c2nc3ccccc3c(=O)n2NCc2ccccc2Br)cc1 | -17 | -1.3 | 12 | 0.2 |

An excerpt of these results, with two lines to a compound.
Fields: MITF primary, GPR151 ag, TEAD-YAP block, FBW7 activator
CCOC(=O)COc1ccc(C=O)cc1OCC
    76*, 3.2, 1, 0.0
Cn1c(=O)c2cc(S(=O)(=O)NCCC(=O)Nc3ccccc3F)ccc2n(C)c1=O
    -6, 0.2, 2, -0.5
Cc1ccc(-c2cc(=O)c3cc(NC(=O)c4ccccc4)ccc3o2)cc1
    -1, -0.1, -19, 0.4
COc1ccc(-c2nc3ccccc3c(=O)n2NCc2ccccc2Br)cc1
    -17, -1.3, 12, 0.2

Shown as labelled records: 2 of the compounds above.
CCOC(=O)CCN1C(=O)/C(=C\c2cc(OC)c(OC)c(OC)c2)SC1=S
  MITF primary = -6 | GPR151 ag = -0.2 | TEAD-YAP block = -3 | FBW7 activator = -0.1
Cc1cccc(C)c1OCC(O)Cn1nnc2ccccc21 (centres undefined)
  MITF primary = 1 | GPR151 ag = 0.2 | TEAD-YAP block = -23 | FBW7 activator = -0.1

(next part)
| SMILES | MITF primary | GPR151 ag | TEAD-YAP block | FBW7 activator |
| --- | --- | --- | --- | --- |
| CC(C)c1ccc(OCC(=O)Nc2nc3ccccc3s2)cc1 | 16 | 0.7 | -33 | -0.1 |
| CN(C(=O)COC(=O)c1ccc([N+](=O)[O-])cc1N)c1ccccc1 | 0 | 0.8 | 0 | -0.1 |
| O=C(C=C1C=CCC=C1)OCc1cc2c(cc1[N+](=O)[O-])OCO2 | 14 | 2.5 | -3 | 0.1 |
| COCCNc1c(-c2ccc(N)cc2)nc2ccc(C)cn12 | 17 | -0.2 | -9 | 1.0 |
| Cc1ccccc1C(=O)Nc1ccccc1C(=O)Nc1ccc(C(=O)O)cc1 | -1 | 0.6 | 0 | -0.1 |
| N#C/C(C(=O)N1CCCC1)=c1/s/c(=C\c2ccc(C(=O)O)cc2)c(=O)n1-c1ccccc1 | -15 | -0.1 | 1 | -0.1 |
| COC(=O)C1=CN(C)C=C(C(=O)OC)C1c1cc(OC)ccc1OC | 11 | -0.9 | -3 | 0.1 |
| O=C(CSc1ccc(-c2ccco2)nn1)Nc1cc(Cl)ccc1Cl | 12 | -1.9 | 1 | -0.2 |
| COc1cccc2cc(-c3cc4cccc(OC)c4oc3=O)c(=O)oc12 | 4 | 0.5 | 11 | 0.0 |
| COC(=O)C1CCCCN1Cc1ccc2c(c1)CN(C(=O)c1ccc(F)cc1)CCO2 (centres undefined) | 1 | -0.8 | 0 | -0.1 |
| CCOc1cc([N+](=O)[O-])cc(/C=C2/NC(=O)N(c3cccc(Cl)c3)C2=O)c1O | 9 | -0.4 | 11 | 0.1 |
| COC(=O)c1sc(N2C(=O)c3oc4ccccc4c(=O)c3C2c2cccc(O)c2)nc1C (centres undefined) | 15 | 2.2 | -14 | -0.2 |
| O=C(Cc1cccs1)N1CCN(c2ncccn2)CC1 | 1 | -0.6 | 0 | 0.7 |
| COCCNC(=S)N1CCC(C(=O)c2ccc(Cl)cc2)CC1 | 4 | -1.5 | -14 | 0.0 |
| COc1ccc(-c2cc(C(=O)NCc3ccc(C)cc3)c3ccccc3n2)cc1 | 12 | -0.9 | 2 | 0.1 |
| Cc1ccc(O)c(NC(=O)C2=CC(c3ccco3)=NS(=O)(=O)N2C)c1 | 10 | 1.2 | 7 | 0.6 |
| COc1ccc(C(=O)N/N=C(\C)CC(=O)Nc2cccc3c2CCCC3)cc1OC | 9 | -0.6 | 32* | 0.1 |
| CCN(CC)CCNc1nc2c(c(=O)[nH]c(=O)n2C)n1CCc1ccccc1 | -11 | -0.6 | -7 | 0.4 |
| CCOc1ccccc1NC(=O)c1ccc(F)c([N+](=O)[O-])c1 | 12 | -0.3 | 6 | 0.5 |
| Cc1nn(C)cc1CN1CCC(c2[nH]ncc2-c2cccc(F)c2)CC1 | 5 | -0.9 | -7 | 0.0 |
| O=S(=O)(Nc1ccc2oc(-c3ccccc3F)nc2c1)c1ccccc1 | 10 | 3.6 | -6 | 0.0 |
| O=C(NCC1COC2(CCCCC2)O1)C1CC(=O)N(c2ccc(F)cc2)C1 (centres undefined) | 11 | 1.7 | 2 | -0.1 |
| CC(=O)Cn1c(=O)c2c(nc3n2CCN3c2cccc(C)c2)n(C)c1=O | 0 | -0.8 | 1 | -0.1 |
| CC1CCCC(C)N1C(=O)Cn1c(SCC(=O)N2CCOCC2)nc2ccccc21 (centres undefined) | 7 | -0.9 | 1 | 0.0 |
| COc1cc(CO)ccc1Oc1nc([N+](=O)[O-])nn1Cc1ccccc1F | 13 | -1.4 | -2 | 0.2 |
| Cc1nn(-c2ccccc2)c2[nH]cc(C(=O)Nc3ccc(Cl)cc3Cl)c(=O)c12 | 7 | 1.8 | -7 | 0.0 |
| Cc1ccc(-c2nc3cc(C(C)C)ccc3o2)cc1N | 2 | -5.6 | 81* | 0.1 |
| COc1cc(C2CC(=O)NC3=C2C(=O)CC(c2ccc(F)cc2)C3)ccc1O (centres undefined) | 9 | -0.1 | 6 | -0.2 |
| O=C(NC(=S)Nc1nc2c(s1)CCCC2)c1cccs1 | -1 | -8.1 | 13 | -0.1 |
| COc1ccccc1CNC(=O)c1cc(C)nn1-c1ccccc1 | -2 | -0.2 | -10 | -0.1 |

Just MITF primary and TEAD-YAP block, for 3 of the compounds above:
Molecule	MITF primary	TEAD-YAP block
O=C(CSc1ccc(-c2ccco2)nn1)Nc1cc(Cl)ccc1Cl	12	1
COc1cccc2cc(-c3cc4cccc(OC)c4oc3=O)c(=O)oc12	4	11
COC(=O)C1CCCCN1Cc1ccc2c(c1)CN(C(=O)c1ccc(F)cc1)CCO2 (centres undefined)	1	0

Molecules listed so far containing a COOH group, in the order listed:
| SMILES | MITF primary | GPR151 ag | TEAD-YAP block | FBW7 activator |
| --- | --- | --- | --- | --- |
| Cc1ccccc1C(=O)Nc1ccccc1C(=O)Nc1ccc(C(=O)O)cc1 | -1 | 0.6 | 0 | -0.1 |
| N#C/C(C(=O)N1CCCC1)=c1/s/c(=C\c2ccc(C(=O)O)cc2)c(=O)n1-c1ccccc1 | -15 | -0.1 | 1 | -0.1 |

(next part)
| SMILES | MITF primary | GPR151 ag | TEAD-YAP block | FBW7 activator |
| --- | --- | --- | --- | --- |
| O=Cc1cc(N=Nc2ccc(S(=O)(=O)O)cc2)ccc1O | 46 | -0.9 | -3 | 0.0 |
| O=c1c2ccccc2n(Cc2cccc(Cl)c2)c(=O)n1Cc1ccco1 | -11 | -0.9 | -18 | 0.0 |
| Cc1oc2cc(Br)c(OC(=O)C(C)C)cc2c1C(=O)OC(C)C | -15 | -0.1 | 3 | 0.0 |
| O=C1NC(=O)C(c2ccc(Cl)cc2)N1 (centres undefined) | 1 | -0.9 | 12 | 0.3 |
| OCc1nn2c(c1Br)NC(c1ccc(Br)o1)CC2C(F)(F)F (centres undefined) | -3 | 1.1 | 3 | -0.2 |
| COC(=O)C1=C(C)NC(=O)C1(NC(=O)c1ccccc1C)C(F)(F)F (centres undefined) | -12 | 1.0 | -6 | 0.0 |
| CN(CC(=O)OCC(=O)NCC1CCCO1)S(=O)(=O)c1ccc(Cl)cc1 (centres undefined) | 2 | 0.8 | 2 | -0.1 |
| Brc1cnc(NCc2ccncc2)nc1 | 3 | 0.1 | 2 | -0.1 |
| O=C(Nc1ccccc1-c1ccccc1)N1CCCC(N2CCOCC2)C1 (centres undefined) | 13 | -0.3 | 9 | 0.0 |
| CCC(C)C(Nc1ccc(C(=O)OC)cc1[N+](=O)[O-])C(=O)OC (centres undefined) | 6 | -1.2 | -5 | -0.1 |
| OC(c1cccnc1)c1ccc2c(c1)CN(Cc1cccc(Cl)c1)CCO2 (centres undefined) | 1 | 41* | -10 | 0.0 |
| CCN(CC)CCN(C)C(=O)c1ccc(OC2CCN(C(=O)C3CC3)CC2)cc1 | -10 | 1.2 | -1 | 0.0 |
| Cc1cc(C)cc(NC(=O)CSc2nnc(C)s2)c1 | 0 | -0.6 | -6 | 0.5 |
| CCOC(=O)Nc1c[n+](N2CCOCC2)no1 | -2&5&7 | 1.5&0.6&-2.0 | -1&6 | 0.0&0.7 |
| COc1cc(=O)n2c(c1C(=O)NCc1ccsc1)CCN(C(=O)c1nonc1C)CC2 | -5 | 10* | -5 | 0.1 |
| COc1cccc(NC(=O)CN2C(=O)NC(Cc3c[nH]c4ccccc34)C2=O)c1 (centres undefined) | 7 | -0.7 | -3 | -0.2 |
| COc1ccc(OC)c(CN2CCN(Cn3nc(-c4ccco4)oc3=S)CC2)c1 | 7 | -1.5 | 2 | 0.4 |
| O=C(Cc1n[nH]c(=O)[nH]c1=O)N/N=C/c1c(F)cccc1Cl | -8 | 0.3 | -1 | -0.2 |
| CC(=O)c1cc2c(cc1NC(=O)C1CC1)OCO2 | -2 | -1.0 | 9 | -0.1 |
| CC1(C)Oc2ccc3ccc(=O)oc3c2-c2cnoc21 | 9 | -0.4 | -2 | 0.1 |
| CCCc1c(C)nc2c(C(=O)NCc3ccccc3Cl)c[nH]n2c1=O | 4 | 0.1 | 0 | 0.1 |
| CCN(Cc1ccccc1)C(=O)/C(=C\c1ccc(OC)c(OC)c1)n1ccccc1=O | 14 | 0.1 | 3 | 0.5 |
| CCN1CCN(C(c2cc(OC)c(OC)c(OC)c2)c2sc3nc(C)nn3c2O)CC1 (centres undefined) | 5 | 0.2 | 1 | 0.3 |
| CCC1(C)Cc2c(sc3nnn(CC(=O)c4ccccc4)c(=O)c23)CO1 (centres undefined) | 2 | 0.2 | 0 | 0.1 |
| Cn1c(=O)c2c(nc(SCCCO)n2Cc2ccccc2Cl)n(C)c1=O | 7 | 1.8 | -8 | 0.1 |
| O=C(CCc1nc(-c2ccccc2)no1)Nc1ccccc1F | 12 | -2.6 | -9 | 0.3 |
| CCOc1ccccc1NC(=O)c1ccc2c(c1)C(=O)N(C)C2=O | 0 | -0.6 | 6 | -0.1 |
| COCCn1c(CCC(=O)Nc2cccc(F)c2)nc2cccnc21 | -2 | 0.9 | -3 | 0.2 |
